HCV inhibitor: qHTS Assay for Inhibitors of Hepatitis C Virus (HCV) | Potency, µM (titrated, usually from 41.8 µM), for inactives: at the highest dose activity change, negative = inhibition, actives largely listed as inhibitors | 3.4% of 340,000 active | AID 651820, 2012 | Huh7.5.1 HCVcc-Cre infection, luciferase reporter, 44 h; also: potency is read from the fitted curve at half-maximal effect
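1,000 cells/well; 4 h culture; + compound; + HCVcc-Cre (~0.5 moi); 44 h; luciferase substrate, RT 15 min; read 15 sec.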
LmPK inh: qHTS Assay for Inhibitors of Leishmania Mexicana Pyruvate Kinase (LmPK) | Q27686 | purified LmPK, Kinase-Glo ATP luminescence, 1 h | Potency, µM (titrated, usually from 57.5 µM), inactives show top-dose activity change, negative = inhibition, hits mostly inhibitors | 0.37% of 290,000 active | AID 1721, 2009; also: potency is read from the fitted curve at half-maximal effect
Target sequence (Q27686 whole entry, looked up): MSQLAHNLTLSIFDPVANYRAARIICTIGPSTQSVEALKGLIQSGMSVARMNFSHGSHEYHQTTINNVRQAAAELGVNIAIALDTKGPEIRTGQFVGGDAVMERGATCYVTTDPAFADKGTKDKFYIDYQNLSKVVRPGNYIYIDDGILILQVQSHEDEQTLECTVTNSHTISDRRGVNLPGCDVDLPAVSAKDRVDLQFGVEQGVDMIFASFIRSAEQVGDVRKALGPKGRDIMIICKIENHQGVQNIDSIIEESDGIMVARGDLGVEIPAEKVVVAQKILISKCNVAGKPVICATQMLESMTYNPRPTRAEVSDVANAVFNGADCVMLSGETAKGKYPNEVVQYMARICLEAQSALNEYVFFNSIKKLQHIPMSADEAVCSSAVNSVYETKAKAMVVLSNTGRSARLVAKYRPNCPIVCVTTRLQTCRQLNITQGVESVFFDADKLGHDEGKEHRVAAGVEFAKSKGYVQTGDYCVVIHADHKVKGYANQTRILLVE
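ATP generated from ADP (0.1 mM) and PEP (0.5 mM) by 0.1 nM LmPK over 1 h at room temperature (pH 7.2 imidazole buffer) was detected by coupled luciferase luminescence. Values were normalized to uninhibited and no-enzyme wells.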
AMA1 RON2 block: qHTS for Inhibitors of AMA1-RON; Towards Development of Antimalarial Drug Lead: Primary Screen; Plasmodium falciparum AMA1 (3D7) - RON2 peptide interaction; AlphaScreen AMA1-biotinylated RON2 peptide binding; Potency, µM (highest dose often 58.2 µM), inactives show at the highest dose activity change, negative = inhibition, actives largely listed as inhibitors; 0.2% of 360,000 active;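 also: potency is read from the fitted curve at half-maximal effect; 0% = vehicle wells and -100% = peptide control; nearly all actives have a fitted effect of over 45% in size; some results filed as inactive show a strong effect at the top dose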
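AMA1 (3D7) with his tag at 25 nM final met compounds first, then biotinylated RON2 peptide at 25 nM; detection used donor plus acceptor beads, 10 µg/mL apiece, read by AlphaScreen after 30 min at room temperature.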
AmpC inh no detg: qHTS Inhibitors of AmpC Beta-Lactamase (assay without detergent); P00811; AmpC nitrocefin hydrolysis, absorbance 480 nm, 0.0001% Triton; Potency, µM (top dose mostly 57.1 µM), for inactives: top-dose activity change, negative = inhibition, hits mostly inhibitors; 0.52% of 330,000 active; AID 485341, 2010;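 also: potency is read from the fitted curve at half-maximal effect; plate controls were no compound for no effect and no enzyme for full effect; nearly all actives have a fitted effect of over 20% in size; some results filed as inactive show a strong effect at the top dose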
Target sequence (P00811 whole entry, looked up): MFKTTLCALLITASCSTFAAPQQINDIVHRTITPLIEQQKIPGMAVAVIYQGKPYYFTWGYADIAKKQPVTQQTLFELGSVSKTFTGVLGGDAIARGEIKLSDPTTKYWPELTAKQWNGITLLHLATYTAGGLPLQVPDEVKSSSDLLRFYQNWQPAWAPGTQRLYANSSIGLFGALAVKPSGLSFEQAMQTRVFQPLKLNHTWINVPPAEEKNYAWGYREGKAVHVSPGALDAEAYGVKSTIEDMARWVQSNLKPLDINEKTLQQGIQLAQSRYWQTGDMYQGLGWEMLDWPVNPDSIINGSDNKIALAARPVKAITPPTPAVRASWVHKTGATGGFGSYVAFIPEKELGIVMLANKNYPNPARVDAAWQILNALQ
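20 mM phosphate pH 7.0 + 0.01% (detergent screen) or 0.0001% Triton X-100; 5.3 nM AmpC reagent; cpd preinc 15 min RT; nitrocefin (800 uM stock) to start; A480 q20 s × 4 min; Activity was normalised to no-enzyme and no-compound control wells.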
AmpC detergent: qHTS Inhibitors of AmpC Beta-Lactamase (assay with detergent). P00811. AmpC hydrolysis of nitrocefin, absorbance 480 nm, 0.01% Triton. Potency, µM (doses to about 114 µM), inactives show at the top dose activity change, negative = inhibition, most hits filed as inhibitors. 0.041% of 370,000 active;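 also: potency is read from the fitted curve at half-maximal effect; 0% = no-compound wells and -100% = no-enzyme wells; nearly all actives have a fitted effect of over 25% in size; some results filed as inactive show a strong effect at the top dose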
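AmpC (5.3 nM in the dispensed reagent) in 20 mM phosphate pH 7.0 with 0.01% (detergent screen) or 0.0001% Triton X-100 was preincubated with compounds for 15 min at room temperature. Nitrocefin was then added from an 800 uM solution, and hydrolysis was followed at 480 nm.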
TbPYK inhibitor: qHTS of Trypanosoma Brucei Inhibitors; pyruvate kinase (Trypanosoma brucei), Q57TT1; AID 624173, 2012; Potency, µM (series often up to 76.8 µM), inactives show at the highest dose activity, negative = inhibition, actives largely listed as inhibitors; 0.12% of 410,000 active; TbPYK enzyme, Kinase-Glo Plus ATP luminescence, 45 min; also: potency is read from the fitted curve at half-maximal effect; nearly all actives have a fitted effect of over 50% in size
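Quantitative HTS: titrated library compounds versus trypanosomal pyruvate kinase in TEA buffer (pH 7.2) containing KCl, MgCl2, BSA and Tween-20. Reactions were initiated with ADP, 130 uM final. Kinase-Glo Plus luminescence was read after 45 min at RT.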
HCMV antiviral: qHTS Assay for inhibitors of the human cytomegalovirus (HCMV). activity change, negative = inhibition, % at 57.5 µM. HFF cells, HCMV-luciferase reporter, 72 h; stronger effect = lower value. 4.5% of 410,000 active; in the data active = activity change below about -60%; inconclusive = no clear call, values can overlap the other calls; inactive = above about -39%
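Steps: HFFs plated, 16 h 37C; compounds added; HCMV-luciferase added to MOI 1 PFU/cell; 72 h 37C; OneGlo reagent, 5 min room temperature; luminescence read, normalized to controls.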
* hit, by the source's call; ? = inconclusive; / = not tested or not shown; & = joins results of further samples; [ ] = remark or other dose. Unless noted, calls follow the shape of the dose curve; as a rule, active = well fitted curve in the direction sought with a large enough effect; inconclusive = small, poorly fitted or top-dose-only effect, or another doubt; inactive = no such curve, though single readings can be large; an effect the other way counts as inactive or inconclusive. Unless noted, % is scaled to controls: 0 for no effect and ±100 for the full control effect.

SMILES	HCV inhibitor	LmPK inh	AMA1 RON2 block	AmpC inh no detg	AmpC detergent	TbPYK inhibitor	HCMV antiviral
CNC(=O)C1CCN(c2nc3ccccc3nc2C(F)(F)F)CC1	/	/	/	/	-5%	0%	-14
Cc1nn(-c2ccccn2)c2c1C(c1ccccc1Cl)C1=C(N2)c2ccccc2C1=O (stereo not drawn)	?	-1%	-14%	-44%	?	2%	-15
Cc1cc(NC(=O)CSc2nnc(N)s2)c([N+](=O)[O-])cc1C	0%	9%	80%[activator]	-53%	-1%	12%	4
CCn1cc(-c2cc(C(F)(F)F)n3nc(C(=O)O)cc3n2)c(C)n1	25%	-3%	-22%	-22%	-10%	4%	-21
CCOc1ccc(/C=N/NC(=O)c2cc3c(OC)cc(OC)cc3[nH]2)cc1OC	?	-1%	-6%	148%[activator]	-14%	-1%	-4
O=C(Nc1cccc(F)c1)N1CCC(n2c(=O)[nH]c3ccccc32)CC1	-17%	4%	2%	2%	5%	0%	-29
COC(=O)c1cc2occc2n1CC(=O)Nc1cccc(SC)c1	/	/	/	/	22%	-2%	0
COc1cc(/C=N/NS(=O)(=O)c2ccccc2)c(OC)c(OC)c1	4%	3%	-6%	-39%	2%	2%	/
CCN(c1ccccc1)S(=O)(=O)c1ccc(Cl)c(NC(=O)COC(=O)c2ccc[n+]([O-])c2)c1	13%	1%	-2%	60%	1%	3%	-25
CCN(CC)C(=O)CN(c1cccc(OC)c1)S(=O)(=O)c1ccc(C)cc1	13%	1%	-4%	35%	?	2%	-2
O=C(COc1ccc2c(c1)OCO2)Nc1ccccc1C(F)(F)F	12%	-1%	-30%	-10%	5%	2%	-14
Cc1cc(C(=O)C(=O)N(C)C)c(C)n1-c1ccc(Cl)c(Cl)c1	-28%	14%	-15%	50%	?	0%	28
CCOC(=O)c1cccnc1SC(CC)C(=O)N1CCOCC1 (stereo not drawn)	8%	-2%	21%	-3%	-5%	2%	-11
CN1CCN(C(CNS(=O)(=O)c2ccc(Cl)cc2)c2cccnc2)CC1 (stereo not drawn)	?	5%	3%	-19%	-10%	-3%	73
CCCCCC(=O)c1c(C)[nH]c(C(=O)OCC)c1C	-17%	1%	-16%	12%	-17%	-9%	88
CNC(=S)N1CC2CC(C1)c1cccc(=O)n1C2 (stereo not drawn)	-3%	0%	4%	-12%	-6%	-2%	-32
COC(=O)[C@@]12CCCCN1[C@H](c1ccc(-c3ccc(F)cc3)cc1)[C@H]1C(=O)N(C)C(=O)[C@H]12	8%	/	-4%	-3%	/	-9%	53
Cc1ccc(-n2nnc3c(=O)n(CC(N)=O)cnc32)cc1	26%	1%	7%	-4%	1%	4%	30
Cc1cccc(N2CC(C(=O)Nc3ccc(S(=O)(=O)N4CCCCC4)cc3)CC2=O)c1C (stereo not drawn)	?	3%	3%	70%[activator]	2%	2%	-38
CC(NC(=O)CN1CCC(C(N)=O)CC1)c1ccccc1 (stereo not drawn)	10%	-1%	16%	0%	?	7%	23
O=C(NCCC1CCCCN1S(=O)(=O)c1cccs1)C(=O)Nc1ccc(F)cc1F (stereo not drawn)	?	/	-17%	-4%	?	5%	-39
Cc1ccc(NC(=O)c2c(Cl)nc3ccccn23)cc1	-3%	0%	14%	-5%	1%	5%	210
O=C(N/N=C/c1ccco1)c1cc(-c2cccc3ccccc23)n[nH]1	0%	-1%	48%[activator]	-55%	2%	-5%	89
CCOC(=O)C1C(=O)NC(N2CCOCC2)=NC1C(C)C (stereo not drawn)	1%	0%	3%	-4%	-7%	-6%	68
COc1ccc(CNC(=O)CSc2n[nH]c(-c3ccc(OC)cc3)n2)cc1	/	/	/	/	8%	3%	-29

Molecules listed so far that contain an NH in an aromatic ring, in the order listed:
SMILES	HCV inhibitor	LmPK inh	AMA1 RON2 block	AmpC inh no detg	AmpC detergent	TbPYK inhibitor	HCMV antiviral
CCOc1ccc(/C=N/NC(=O)c2cc3c(OC)cc(OC)cc3[nH]2)cc1OC	?	-1%	-6%	148%[activator]	-14%	-1%	-4
O=C(Nc1cccc(F)c1)N1CCC(n2c(=O)[nH]c3ccccc32)CC1	-17%	4%	2%	2%	5%	0%	-29
CCCCCC(=O)c1c(C)[nH]c(C(=O)OCC)c1C	-17%	1%	-16%	12%	-17%	-9%	88
O=C(N/N=C/c1ccco1)c1cc(-c2cccc3ccccc23)n[nH]1	0%	-1%	48%[activator]	-55%	2%	-5%	89
COc1ccc(CNC(=O)CSc2n[nH]c(-c3ccc(OC)cc3)n2)cc1	/	/	/	/	8%	3%	-29

Back to the main list, starting 2 compounds before the break.
SMILES	HCV inhibitor	LmPK inh	AMA1 RON2 block	AmpC inh no detg	AmpC detergent	TbPYK inhibitor	HCMV antiviral
CCOC(=O)C1C(=O)NC(N2CCOCC2)=NC1C(C)C (stereo not drawn)	1%	0%	3%	-4%	-7%	-6%	68
COc1ccc(CNC(=O)CSc2n[nH]c(-c3ccc(OC)cc3)n2)cc1	/	/	/	/	8%	3%	-29
Nc1nonc1-n1nnc(C(=O)N/N=C/c2c[nH]c3ccccc23)c1-c1ccccc1	9%	-7%	27%	-2%	5%	5%	-17
C=CCN1C(=O)/C(=C/c2ccc(OCC(=O)O)cc2)S/C1=N/c1nccs1	-1%	1%	14%[2.32 µM]	-13%	?	-5%	-38
Cc1csc(=O)n1CC(=O)OCC(=O)Nc1cc(Cl)ccc1[N+](=O)[O-]	28%	3%	7%	-12%	?	-12%	-33
CCOc1ccccc1C(=O)Nc1nccs1	5.6µM*	2%	0%	-13%	-14%	-2%	9
CC(=Nc1ccccc1C)C1=C(O)CSC1=O	-8%	0%	22%	-32%	1%	5%	27
CCOc1cc(C(=O)O)cc(Cl)c1OC	8%	7%	5%	-2%	?	-8%	-1
CS/C(=C\C(=O)c1ccco1)Nc1ccccc1Cl	?	-4%	18%	-37%	-1%	-3%	38
CN1CCN(Cc2cn[nH]c2-c2ccc(F)cc2F)[C@@H](c2ccccc2)C1	4%	11%	0%	-8%	6%	5%	2
COc1cc(-c2nnc(CSc3nnc(Nc4ccc(C(C)C)cc4)s3)o2)cc(OC)c1OC	7.1µM*	0%	37%[activator]	-14%	-12%	-2%	41
CC(C)CCNC(=O)c1cccc(C(=O)NCCC(C)C)c1	2%	5%	7%	3%	0%	-24%	-27
CC(C)C(C)NC(=O)CN1C(=O)NC2(CCc3ccccc3C2)C1=O (stereo not drawn)	-4%	-2%	2%	-12%	8%	0%	-36
Cc1cc(C)c(S(=O)(=O)NCc2cccnc2)cc1C	-4%	4%	-3%	-9%	-9%	6%	-7
CCn1c(=O)cc(OCC(=O)N2CCN(c3ccc(F)cc3)CC2)c2ccccc21	?	-1%	-5%	-47%	-6%	2%&-2%	15&-26
Fc1ccccc1-n1ncc2c1ncn1nc(COc3ccc(Cl)cc3)nc21	/	/	/	/	15%	-7%	6
COc1cccc(NC(=O)CSc2nnc3ccc(-c4ccncc4)nn23)c1	6%	/	-14%	-31%	?	-2%	-38
COC(=O)c1ccc(OC(=O)C2CC(=O)N(c3ccc(C)cc3C)C2)cc1 (stereo not drawn)	7%	-1%	-19%	5%	-6%	0%	13
CC(=O)c1ccc2c3c(cc(C)c2c1)CCCC3	11µM*	/	20%	/	/	-1%	-66*
Cc1ccc(C(=O)N2CCCC(C(=O)c3ccc(Oc4ccccc4)cc3)C2)cn1 (stereo not drawn)	?	7%	-18%	198%[activator]	7%	2%	?
C/C(=N\NC(=O)Cn1nc(C)c([N+](=O)[O-])c1C)c1ccc(Cl)s1	11%	0%	-7%	-17%	-4%	1%	27
CCOC(=O)c1c(S(=O)(=O)N2CCC(C(=O)Nc3ccc(C)cn3)CC2)c(C)n(C)c1C	/	/	/	/	9%	-11%	-6
CCOc1ccc(C(=O)Nc2cc(-c3nc4ccccc4s3)ccc2OC)cc1	/	/	/	/	9%	6%	7
O=C(OCCN1CCCCC1)c1ccc(O)cc1	13%	-8%	3%	-11%	-14%	5%	35
CC(=O)N1CCn2c3c(c(=O)c4cc(C)ccc42)CCC31 (stereo not drawn)	-5%	9%	-2%	25%	3%	-6%	-9
O=S(=O)(NC1CCCCC1N1CCN(c2ccccc2F)CC1)c1ccccc1 (stereo not drawn)	?	11%	-6%	-17%	-7%	-4%	-36
CC(NC(=O)c1ccc2c(=O)n3c(nc2c1)CCC3)c1ccc(S(N)(=O)=O)cc1 (stereo not drawn)	20%	/	11%	-15%	-15%	-1%	5

More entries.
SMILES	HCV inhibitor	LmPK inh	AMA1 RON2 block	AmpC inh no detg	AmpC detergent	TbPYK inhibitor	HCMV antiviral
O=C(Oc1ccc(C(=S)N2CCC(O)CC2)cc1)c1ccc(Cl)cc1	-6%	-2%	-3%	4%[2.29 µM]	-9%	-8%	-27
COc1ccc2c(Cl)c(C(=O)NN)sc2c1	-7%	-1%	51%[activator]	-20%	1%	-4%	?
Cc1ccc(S(=O)(=O)Nc2ccc(N3CCCCC3)cc2)cc1	-19%	6%	0%	-35%	4%	-16%	-17
COc1ccccc1NC(=O)N1CCOc2ccccc21	/	/	/	/	17%	3%	-11
CO[C@H]1O[C@H](CBr)[C@@H](OC(=O)c2ccccc2)[C@H](O)[C@H]1O	13%	/	18%	/	/	-4%	21
COc1ccc(/C=N/N(C(C)=O)c2nc(-c3ccc(C)cc3)cs2)cc1	-10%	2%	-2%	3%	-17%	3%	-31
Fc1ccc(SCCc2ccccn2)cc1	13%&15%	?	-1%&10%	1%&-6%	10%&9%	-2%&-3%	-5&109
COc1cc(NC(=O)c2ccc3c(c2)OCCO3)ccc1NC(=O)c1ccccc1Cl	?	-6%	-7%	-6%	5%	2%	66
Cn1c(SCC(=O)c2ccc(O)c(O)c2)nnc1-c1cccs1	-14%	-3%	16%	-29%	5%	-5%	-16
CCCCNC(=O)[C@H]1C[C@H]1[C@@H](O)[C@H](CO)NC(=O)[C@H](CC(C)C)NC(=O)OC(C)(C)C	24%	-1%	0%	55%	-11%	0%	/
CC(=O)Nc1nc2n(n1)C(c1ccccc1)C=C(c1ccccc1)N2 (stereo not drawn)	17%	-3%	29%	-21%	-10%	-7%	/
CNS(=O)(=O)c1cccc(C(=O)OCC(=O)N2CCCC2)c1	13%	-1%	3%	-12%	-2%	6%	-5

Screening data (PubChem)
